APOBEC3G inh – inhibitors of human APOBEC3G DNA deaminase. AID 493012. 330,000 compounds, 0.28% hits. inhibition, % at 20 µM. recombinant A3G, ssDNA deamination FAM/TAMRA fluorescence. Q9HC16;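 active = inhibition of at least 40% at 20 µM, with no more than 30% in the related APOBEC3A deaminase screen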;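 also: plate controls were DMSO wells with A3G for no effect and wells lacking A3G enzyme for full effect; some compounds called inactive have numbers as strong as hits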
MIN6 prolif – induces beta-cell replication in MIN6 cells; MIN6 cells proliferation, ATPlite luminescence, 48 h; cells starved in 0.2% serum; 100% = growth in 10% serum; proliferation, % at 10 µM; 330,000 compounds, 0.29% hits;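 active = compounds whose signal lies at least 3.5 SD above the mean of all wells on their plate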;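 also: 0% = DMSO-treated cells in low-serum medium and 100% = 10% serum control; some compounds called inactive have numbers as strong as hits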
APOBEC3A inh – human APOBEC3A DNA deaminase inhibition | P31941 | recombinant A3A, FAM/TAMRA ssDNA deamination fluorescence | inhibition, % at 20 µM | 330,000 compounds, 0.41% hits;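 active = at least 40% inhibition at 20 µM here, with at most 30% in a related deaminase screen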;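 also: plate controls were A3A with DMSO for no effect and wells lacking A3A enzyme for full effect; some results filed as inactive read as strong as hits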
Target sequence (P31941 whole entry, looked up): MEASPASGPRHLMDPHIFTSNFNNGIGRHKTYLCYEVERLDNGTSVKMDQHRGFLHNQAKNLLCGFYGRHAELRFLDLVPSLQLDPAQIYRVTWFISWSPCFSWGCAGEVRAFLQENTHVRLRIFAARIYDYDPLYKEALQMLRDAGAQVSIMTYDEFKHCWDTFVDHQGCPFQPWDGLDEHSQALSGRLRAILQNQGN
mIAP inh – mouse IAP inhibition; inhibition, % at 10 µM; purified mouse IAP, CDP-Star luminescence, 30 min; 330,000 compounds, 0.2% hits; AID 2806;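 active = inhibition of at least 40% at 10 µM in the primary screen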;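 also: plate controls were DMSO with enzyme for no effect and no enzyme wells for full effect; values of inactives mirror those of a sister screen read the other way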
MPTP inh – inhibitors of mitochondrial permeability transition pore. isolated mouse mitochondria, Ca2+ swelling absorbance, 30 min. AID 602449. 360,000 compounds, 1.4% hits. inhibition, % at 10 µM;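 active = inhibition of 50% or more, scaled per plate between neutral and stimulator controls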;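 also: 0% = DMSO wells given calcium and 100% = 1 mM EGTA wells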
hIAP activ – increases human intestinal alkaline phosphatase activity; P09923; purified human IAP, CDP-Star luminescence, 30 min; stronger effect = higher value; 1 = vehicle-only enzyme, 0 = enzyme-free background; activation factor at 10 µM; 330,000 compounds, 0.16% hits; AID 2524;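 active = activation factor of the enzyme at least 2-fold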; also: the source names both 10 and 20 µM as test concentration; values of inactives mirror those of a sister screen read the other way
Target sequence (P09923 whole entry, looked up): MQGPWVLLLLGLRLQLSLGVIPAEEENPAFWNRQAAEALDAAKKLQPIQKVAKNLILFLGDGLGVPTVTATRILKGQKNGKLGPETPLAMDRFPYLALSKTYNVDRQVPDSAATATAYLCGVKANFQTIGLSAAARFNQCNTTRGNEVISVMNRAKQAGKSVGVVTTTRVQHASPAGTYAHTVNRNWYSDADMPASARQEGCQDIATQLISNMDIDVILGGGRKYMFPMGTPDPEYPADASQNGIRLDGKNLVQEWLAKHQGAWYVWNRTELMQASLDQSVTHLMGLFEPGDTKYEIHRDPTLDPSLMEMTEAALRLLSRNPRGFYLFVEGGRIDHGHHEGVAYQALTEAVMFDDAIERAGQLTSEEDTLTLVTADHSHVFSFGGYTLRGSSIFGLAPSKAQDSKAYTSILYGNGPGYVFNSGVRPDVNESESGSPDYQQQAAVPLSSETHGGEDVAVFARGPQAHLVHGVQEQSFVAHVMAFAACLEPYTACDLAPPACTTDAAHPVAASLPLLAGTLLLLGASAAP
mIAP act – increases mouse intestinal alkaline phosphatase activity | 330,000 compounds, 0.24% hits | muIAP, CDP-Star luminescence, 30 min; stronger effect = higher value; 1 = vehicle-only enzyme signal, 0 = enzyme-free wells | activation factor at 10 µM;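 active = activation factor of at least 2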; also: the source names both 10 and 20 µM as test concentration; values of inactives mirror those of a sister screen read the other way
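also added = chemiluminescent substrate CDP-Star | test system = mouse IAP enzyme | signal = chemiluminescence readout | compound = DMSO-dissolved test compounds | incubation = 30 min at room temperature | benchmarks = DMSO wells, no-enzyme wells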
ATG4B inhibitor – ATG4B (human) cysteine protease inhibition. Q9Y4P1. ATG4B cleavage of LC3-PLA2, NBD-HPC fluorescence, 1 h. inhibition, % at 8.33 µM. 340,000 compounds, 0.51% hits; in the data active = inhibition above about 40%
hIAP block – human IAP inhibition | 330,000 compounds, 0.12% hits | inhibition, % at 10 µM | purified IAP, CDP-Star luminescence, 30 min | AID 2544;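 active = inhibition reaching a set limit with compound at 10 µM in the primary screen, cut at about 35% in these data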;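 also: plate controls were DMSO wells with enzyme for no effect and no-enzyme buffer wells for full effect; values of inactives mirror those of a sister screen read the other way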
* hit, by the source's call; . = not tested or not shown.

Second line of a record: APOBEC3G inh	MIN6 prolif	APOBEC3A inh	mIAP inh	MPTP inh	hIAP activ	mIAP act	ATG4B inhibitor	hIAP block
- Oc1ccc(/C=N/Nc2ccc(C(F)(F)F)cn2)cc1O
  -5	-3	-1	5	.	1	0.95	-1	-1
- CSc1cccc(NCc2ccc([N+](=O)[O-])cc2)c1
  -6	-2	-1	5	-0.2	0.95	0.95	-4	5
- Oc1cccc2ccc(/C=C/c3cccs3)nc12
  -3	-6	4	5	2.3	0.9	0.95	13	10
- CN(C)CCCNc1cn[nH]c(=O)c1Cl
  -9	-2	-6	-6	-1.4	0.99	1.1	7	1
- CCOc1ccccc1N(CC(=O)NCCc1ccc(OC)c(OC)c1)S(=O)(=O)c1ccccc1
  -7	7.1*	-4	3	-0.2	1.1	0.97	-4	-7
- COc1ccccc1-c1sc2ccccc2c1C#CC1(O)CCCCC1
  -9	-6	0	-3	0.7	0.98	1	-9	2
- O=C(N/N=C/c1ccco1)c1cc(-c2ccccc2)n[nH]1
  -5	1	-1	24	0.9	1	0.76	3	0
- CCOc1ccc(N(CC(=O)N2CCCC2)S(=O)(=O)c2c(C)noc2C)cc1
  0	1	1	7	-3.6	0.88	0.93	0	12
- O=C(Nc1ccc(Cl)cc1)C1CCN(C(=O)c2ccco2)CC1
  -9	-1	-4	-10	-1.2	0.99	1.1	-5	1
- Cc1nn(Cc2c(Cl)cccc2Cl)c(C)c1NC(=O)c1sc2ccccc2c1Cl
  3	-5	3	6	8.4	1.1	0.94	-1	-7
- COc1cccc(/C(O)=C2/C(=O)C(=O)N(CCCN3CCOCC3)C2c2ccncc2)c1 (centres undefined)
  3	2	0	14	-0.9	1.1	0.86	-9	-14
- COc1ccc(C(C)=O)cc1CN1CCCCC1
  -3	1	-2	-3	0.1	0.83	1	-5	17
- O=C(C1CCN(S(=O)(=O)c2ccc(-n3cnnn3)cc2)CC1)N1CCCCC1
  -6	0	0	8	-3.5	0.97	0.92	-7	3
- Cn1c(SCC(=O)c2ccccc2)nnc1C1COc2ccccc2O1 (centres undefined)
  2	5.6*	-5	-10	1.1	1.1	1.1	1	-12
- CC(C)C(=O)Nc1nnc(CCc2ccccc2)s1
  -1	-2	0	-2	-0.3	0.86	1	2	14
- COc1cc(/C=N/n2cnc3c(sc4nc(C)cc(C)c43)c2=O)ccc1O
  5	-2	6	9	.	0.98	0.91	0	2
- Cc1ccc(C2(CCNCc3ccco3)CCOC(C(C)C)C2)cc1 (centres undefined)
  1	-4	2	2	1.4	1	0.98	-6	-4
- Cc1cc2nc3c(nc2cc1C)C(O)=C3O
  1	-1	0	7	0.7	0.99	0.93	0	1
- CCOC(=O)N1CCN(C(=O)c2ccc(CS(=O)(=O)c3ccc(OC)cc3)o2)CC1
  -7	-1	-2	4	-0.1	1	0.95	-6	-1
- Cc1cc(N2CCN(C)CC2)nc2ccc(NC(=O)c3cccnc3Cl)cc12
  -5	0	-4	6	-0.9	0.95	0.94	-6	5
- NC(=O)C1CCN(C(=O)c2cccc(CN3C(=O)c4ccccc4C3=O)c2)CC1
  -7	2	-3	-3	-0.7	0.91	1	1	9
- Cc1ccc(Oc2c(F)c(F)nc(N3CCCC3)c2F)cc1
  -1	0	1	10	5.8	1.1	0.9	-1	-5
- CC(C)c1cc(C(C)C)n2nc(N)nc2n1
  -4	-1	-2	-10	0.6	0.95	1.1	1	5
- CC1CCN(S(=O)(=O)c2cccc(C(=O)Nc3ccccc3)c2)CC1
  -3	-3	-1	-6	-1.4	0.75	1.1	4	25
- COc1ccc(/C=C(\NC(=O)/C=C/c2ccco2)C(=O)NCCc2nc3ccccc3[nH]2)cc1
  -6	0	4	7	-1.1	1	0.93	-16	-2
- CN(C(=O)COC(=O)c1ccc2ccccc2n1)c1ccccc1
  2	-4	1	4	-1.5	1.1	0.96	5	-8
- CC(C)(C)C(=O)CSc1nc2ccccc2o1
  -7	-2	-4	-12	-0.7	1.1	1.1	0	-14
- COc1cccc(C2(c3cccc(OC)c3)CC2C(=O)Nc2ccc(F)cc2)c1 (centres undefined)
  -1	0	1	-25	15	0.89	1.3	-4	11
- Cc1cc(C)c2cc(C#N)c(N3CCCN(C(=O)c4cnccn4)CC3)nc2c1
  4	0	-3	-3	-1.3	1	1	-6	-4
- Cc1cc(C(=O)N2CCCC(C(=O)c3ccc4ccccc4c3)C2)n(C)n1 (centres undefined)
  0	-1	1	-5	0.6	1.1	1	6	-11

New compounds follow.
Second line of a record: APOBEC3G inh	MIN6 prolif	APOBEC3A inh	mIAP inh	MPTP inh	hIAP activ	mIAP act	ATG4B inhibitor	hIAP block
- O=C(Nc1cccc(S(=O)(=O)N2CCCC2)c1)c1cc(S(=O)(=O)N2CCOCC2)ccc1F
  16	-5	4	-9	-1.2	0.99	1.1	-6	0
- O=C(NCc1ccccc1)C1(c2cccc(F)c2)CCCC1
  -8	-1	-4	-6	1.5	1.1	1.1	4	-5
- CCOC(=O)c1cc(-c2ccccc2)sc1NC(=O)C(C)Sc1nnnn1C (centres undefined)
  -8	-3	-3	2	0.7	1.1	0.98	-8	-12
- O=C(CN1C2CCCC1CC(NC(=O)c1ccco1)C2)Nc1ccccc1 (centres undefined)
  -9	0	-6	2	-2.8	1.5	0.98	-1	-52
- C[C@@H]1CCC[C@]2(O[C@@H](CCO)C[C@H](O)[C@H]2O)O1
  -4	-3	1	-3	-2.1	0.98	1	4	2
- c1ccc2oc(-c3[nH]ncc3CN3CCSCC3)cc2c1
  -4	-3	3	-11	0.1	1.4	1.1	-4	-36
- COCCNC(=O)C1CCN(S(=O)(=O)c2ccccc2)CC1
  -6	1	-1	0	-0.2	0.97	1	1	3
- O=c1cc(CSc2nnnn2-c2ccc(O)cc2)nc2sccn12
  0	-1	13	0	-0.4	1	1	-5	-5
- Cc1c(N=C/C=C2\N(C)c3ccccc3C2(C)C)c(=O)n(-c2ccccc2)n1C
  -4	-3	-2	7	-0.4	1.2	0.93	-2	-22
- O=C(C1CSC2(c3ccc(F)cc3)CCC(=O)N12)N1CCCCCC1 (centres undefined)
  -5	2	2	6	0.5	0.94	0.94	-2	6
- Cc1ccc2ncc(S(=O)(=O)c3ccccc3)c(N3CCCCC3C)c2c1 (centres undefined)
  -12	-6	-2	7	-0.5	0.89	0.93	11	11
- O=C1CCC(C(=O)Nc2cccc(S(=O)(=O)N3CCOCC3)c2)N1 (centres undefined)
  -7	-1	1	1	-2.2	0.94	0.99	2	6
- COc1ccc(C(=O)N2CCN(c3ccc([N+](=O)[O-])c(NCCc4ccc(OC)c(OC)c4)c3)CC2)cc1
  -4	0	2	9	85*	0.8	0.91	-5	20
- O=C(CC(=O)Nc1ccc(F)cc1)Nc1ccc(F)cc1
  -11	-6	-7	1	-0.7	0.98	0.99	6	2
- Cc1ccc(O)c(NC(=O)c2ccccc2-c2ccccc2C(=O)O)c1
  -1	2	4	5	0.1	0.7	0.95	-7	30
- CN(C)c1ccc(N=Cc2nc(-c3ccccc3)oc2OC(=O)c2cccc(Cl)c2)cc1
  -8	-4	-5	-4	-0.5	0.96	1	-10	4
- Cc1onc(-c2ccccc2Cl)c1C(=O)N1CCCCCC1
  -9	0	-1	3	-0.9	1.1	0.97	0	-10
- O=C(c1nnc(-c2ccccc2)o1)C1CC1
  -5	-3	1	-4	1.5	0.92	1	9	8
- COc1ccc(OC)c(NC(=O)Nc2cnccn2)c1
  -8	-4	1	-4	0.7	1.1	1	-1	-9
- COc1ccc(CC(=O)N(C)CC(=O)Nc2ccccc2C(F)(F)F)cc1S(=O)(=O)N1CCOCC1
  0	-1	2	-1	-2.7	1.1	1	0	-10
- O=C(COC(=O)CCC1CCCC1)NCc1ccc(Cl)cc1
  -5	-1	-6	-24	0.3	1.1	1.2	-12	-10
- Cc1ccc2cc(CN(C(=O)c3cccs3)c3ccccc3)c(=O)[nH]c2c1
  -5	-1	-1	6	1.4	0.94	0.94	17	6
- CN(C)c1nc(SCc2ccccc2Cl)nc2c1CCCC2
  -1	-3	6	3	3.8	1	0.97	1	-2
- Cc1ccc(O)c(C2=Nc3ccccc3N=C(c3ccco3)C2)c1
  3	-3	14	2	0.1	0.88	0.98	1	12
- O=C(c1cc(Cl)nc2ccccc12)N(Cc1nnc(-c2ccccc2Cl)o1)C1CC1
  -7	-1	0	3	-0.3	1	0.97	-4	-4
- CN1CCN(C2CC(=O)N(Cc3ccc(N4CCCC4=O)cc3)C2=O)CC1 (centres undefined)
  -6	-1	-3	8	1.4	1	0.92	-6	-4
- COc1ccc2c(c1)[C@H]1[C@H](CO2)[C@H](c2ccccc2)[C@]2(C)C(=O)Nc3cc(Cl)ccc3C(=O)N12
  -10	-9	1	1	-1.1	1.1	0.99	2	-6
- COc1cc([N+](=O)[O-])cc(/C=N/NC(=O)C(O)(c2ccccc2)c2ccccc2)c1O
  -7	-1	-4	32	3.2	1.7	0.68	14	-67
- N#CC1=C(SCc2ccccc2)NC(=O)C(C#N)C12CCCC2 (centres undefined)
  -6	-3	-9	-11	0.4	0.99	1.1	2	1
- CCN1CCN(c2nc(N)c([N+](=O)[O-])c(Nc3cccc(C)c3)n2)CC1
  -8	-5	-2	-6	0.1	0.76	1.1	-9	24
- CCN(C(=O)CSc1ncn[nH]1)c1cccc2ccccc12
  -7	-1	-4	-9	-5.8	1.2	1.1	1	-16
- Cn1cc(Cl)c(C(=O)NNC(=S)Nc2cccc(Cl)c2)n1
  2	0	1	-1	1.4	1.6	1	0	-63

Given as tab-separated lines: 2 of the compounds above
Compound	APOBEC3G inh	MIN6 prolif	APOBEC3A inh	mIAP inh	MPTP inh	hIAP activ	mIAP act	ATG4B inhibitor	hIAP block
COc1cc(/C=N/n2cnc3c(sc4nc(C)cc(C)c43)c2=O)ccc1O	5	-2	6	9	.	0.98	0.91	0	2
Cc1ccc(C2(CCNCc3ccco3)CCOC(C(C)C)C2)cc1 (centres undefined)	1	-4	2	2	1.4	1	0.98	-6	-4
